14-3-3 Bad PPI: disrupts binding of bovine 14-3-3 zeta to phospho-Bad peptide; P63103; TR-FRET 14-3-3zeta/Dy647-pBad peptide displacement, 1 h; inhibition, % at 21.7 µM; 0.71% of 220,000 active;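 active means inhibition above about 70%, limit read from the data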;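 further: 0% = full 14-3-3 plus peptide FRET controls and 100% = background without 14-3-3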
Target sequence (P63103 whole entry, looked up): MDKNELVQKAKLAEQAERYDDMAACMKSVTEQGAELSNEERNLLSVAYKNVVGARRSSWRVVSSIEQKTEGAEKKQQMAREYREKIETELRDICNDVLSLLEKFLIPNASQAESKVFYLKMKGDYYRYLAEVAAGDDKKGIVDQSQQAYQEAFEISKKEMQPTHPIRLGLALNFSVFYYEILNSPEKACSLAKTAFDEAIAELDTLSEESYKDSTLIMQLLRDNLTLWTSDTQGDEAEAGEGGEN
p47phox inh: blocks human p47phox regulatory protein of NADPH oxidases | P14598 | p47phox/p22phox peptide binding, fluorescence polarization, 2 h | inhibition, % at 24.7 µM | 0.53% of 220,000 active | AID 1274;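 further: 0% = p47phox with labelled peptide and 100% = labelled peptide alone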
Target sequence (P14598 whole entry, looked up): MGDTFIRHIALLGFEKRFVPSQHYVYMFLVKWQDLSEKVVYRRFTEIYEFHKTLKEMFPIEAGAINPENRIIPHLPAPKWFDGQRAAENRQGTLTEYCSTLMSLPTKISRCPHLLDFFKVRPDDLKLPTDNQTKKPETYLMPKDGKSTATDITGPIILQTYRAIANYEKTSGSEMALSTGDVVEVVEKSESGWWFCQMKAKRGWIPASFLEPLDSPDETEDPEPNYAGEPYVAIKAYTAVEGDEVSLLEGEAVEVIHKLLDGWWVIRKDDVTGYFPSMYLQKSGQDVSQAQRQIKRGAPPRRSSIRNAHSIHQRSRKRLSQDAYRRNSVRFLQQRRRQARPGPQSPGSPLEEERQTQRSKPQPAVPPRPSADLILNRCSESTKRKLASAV
Thrombin inh: thrombin (human) inhibition; P00734; 0.26% of 220,000 active; alpha-thrombin, Boc-VPR-AMC fluorogenic substrate cleavage; inhibition, % at 5 µM; AID 1046;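 active means inhibition at or above 40%; inactive means inhibition below 40%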;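 further: 0% = enzyme with no compound and 100% = wells without enzyme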
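System – human alpha-thrombin · Medium – pH 7.5 Tris (50 mM) with NaCl 150 mM, Tween 20 0.05% · Compound – single-point dosing at 5 µM, 0.2% DMSO · Incubation – enzyme reaction carried out at room temperature · Technique – fluorescence of released AMC, ex 355 nm, em 460 nm · Read-out basis – % inhibition of thrombin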
KCC2 mod: modulators of human KCC2 chloride dependent transport. Q9H2X9. KCC2 cells, thallium flux FluoZin-2 fluorescence. B-score of Tl+ flux slope (higher = more flux/activation; lower = inhibition) at 10 µM. 2.2% of 190,000 active;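 active means thallium flux slope and its plate-corrected score both differing from the plate sample mean at a set confidence after two filtering rounds, in either direction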;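 further: slope of fluorescence scaled to starting intensity during 10 to 20 s after thallium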
EBV gp42 inh: inhibitors of Epstein-Barr virus glycoprotein 42; 0.42% of 220,000 active; Fluorescence polarization binding assay, mP read-out; inhibition, % (tested at 21.74 µM); Q1HVG2; in the data active means inhibition above about 50%
Target sequence (Q1HVG2 whole entry, looked up): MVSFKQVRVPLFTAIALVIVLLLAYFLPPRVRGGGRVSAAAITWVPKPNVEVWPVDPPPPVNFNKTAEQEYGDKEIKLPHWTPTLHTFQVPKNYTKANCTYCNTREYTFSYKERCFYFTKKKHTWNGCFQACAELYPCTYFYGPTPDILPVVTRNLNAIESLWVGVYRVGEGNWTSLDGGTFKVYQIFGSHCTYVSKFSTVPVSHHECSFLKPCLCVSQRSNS
Furin inhibitor: human furin inhibition | P09958 | purified furin, fluorogenic substrate cleavage | inhibition, % at 30 µM | 0.061% of 220,000 active; in the data active means inhibition above about 25%; further: inactives centre near -15
eIF4E-4G inh: eIF4E/eIF4G interaction inhibition in translation initiation | TR-FRET eIF4E-eIF4GI(517-606) binding, 2 h | AID 782 | 0.37% of 220,000 active | inhibition, % at 21.7 µM | P63073+Q04637;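 further: 0% = full FRET control wells and 100% = background wells lacking eIF4GI fragment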
Rad51 HR inh: Rad51 (human) homologous recombination inhibition | Q06609 | hRad51 DNA strand exchange, fluorescence dequenching | inhibition, % at 10 µM | 0.085% of 200,000 active | AID 1385;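 active means inhibition above 40% at the single screening dose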;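 further: 0% = DMSO control wells and 100% = blanks with heterologous ssDNA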
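Material: human Rad51–ssDNA filaments; Probe or stimulus: labelled 47-mer dsDNA for strand exchange; Doses: single 10 µM dose; Incubation: 37 °C 15-min filament assembly, 30-min compound preincubation, 15-min exchange; Technique: FRET fluorescence dequenching, excitation 485 nm, emission 520 nm; Measure: Fluorescence-based percent inhibition, control- and blank-normalised; Benchmarks: plate control and blank wells.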
KLK5 inh: blocks human kallikrein 5 protease activity; 0.59% of 210,000 active; inhibition, % at 5 µM; AID 873; Q9Y337; recombinant hK5, fluorogenic AMC substrate cleavage;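 active means inhibition of 40% or more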;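 further: 0% = enzyme controls without compound and 100% = no-enzyme blanks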
Target sequence (Q9Y337 67-293 limits assumed): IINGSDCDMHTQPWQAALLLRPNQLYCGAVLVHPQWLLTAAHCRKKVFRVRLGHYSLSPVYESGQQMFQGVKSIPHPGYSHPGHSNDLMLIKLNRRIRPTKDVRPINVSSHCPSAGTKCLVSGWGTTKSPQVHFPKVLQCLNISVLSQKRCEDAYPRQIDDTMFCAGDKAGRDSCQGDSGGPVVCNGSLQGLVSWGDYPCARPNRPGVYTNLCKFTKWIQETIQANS
Active calls of the source: *; / = not tested or not shown; & = joins results of further samples; [ ] = another dose, or the depositor's remark.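 How the source made its calls, unless noted: active means inhibition above about 30% (limit read from the data); inactive means the rest.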

SMILES	14-3-3 Bad PPI	p47phox inh	Thrombin inh	KCC2 mod	EBV gp42 inh	Furin inhibitor	eIF4E-4G inh	Rad51 HR inh	KLK5 inh
Cc1ccc(NC(=S)N(CCCN(C)C)Cc2cc3cc4c(cc3[nH]c2=O)OCO4)cc1	-11	-4	-7	-0.47	-5	-34	0	4	2
CCOC(=O)CSc1n[nH]c(NC(=O)c2ccc(F)cc2)n1	-12	-6	32	/	-7	-12[20 µM]	1	4	19
CCc1cc(C(=O)N2CCCC(CNC(=O)c3ccc(-c4ccccc4)cc3)C2)no1 (stereo unspecified)	-1	-3	-4	/	-6	-15	-1	-22	/
CCCc1[nH]n(-c2nc3ccccc3s2)c(=O)c1C=NCC1CCCO1 (stereo unspecified)	-12[fluorescence artefact?]	2	-3	-0.0093	10	3	-3	-1	1
Cc1ccc(NC(=O)/C=C\C(=O)NCC(=O)O)cc1	-11	-2	0	0.89	-10	-25	3	12	-16
Cn1nnnc1SCC(=O)NNC(=O)c1ccc(F)cc1	-16	-15	2	0.016	-19	-23	-7	-6	-18
Cc1ccc(Cl)cc1NC(=O)COC(=O)C12CC3CC(CC(C3)C1)C2	-2&3	-15&-7	3	0	0&-18	-9&-17[20 µM]	4&-6	-7&-6	38
Cc1cc(C(=O)CN2C(=O)CCC2=O)c(C)n1Cc1ccccc1	-28	-4	-9	0.77	-22	-12	-18	-7	-15
CCCCCc1nc2sc3c(c2c(=O)n1N)CCC3	1[fluorescence artefact?]	10	-4	-0.0094	-9	-24[20 µM]	3	-4	1
CCc1ccccc1N(C(=O)Cn1nnc2ccccc21)C(C(=O)NCCOC)c1ccco1 (stereo unspecified)	0[fluorescence artefact?]	0	-1	-0.75	-18	-19	4[fluorescence artefact?]	10	-9
Cn1c(=O)[nH]c2ncccc21	-1	-9	-2	0.81	-14	-20	7	11	1
O=C(NCC1(N2CCCCC2)CCCCC1)C1CC(=O)N(c2ccc3c(c2)OCCO3)C1 (stereo unspecified)	-6	-1	-12	0.029	-8	-19	-1	0	-6
Cc1cc(NC(=O)COn2nnc3ccccc32)no1	4	-1	-3	-0.00094	-12	-14	-4	-6	-11
Cc1cc(OCC(=O)NC(C)C)cc(C)c1Br	-8	-7	-1	0.21	-13	-12	3	3	-4
Cn1c(CNC(=O)c2ccccc2F)nnc1SCc1nc2ccccc2c(=O)[nH]1	-13	-7	-4	-0.38	-17	-9	0	-6	1
COc1ccc(C(=O)Nc2nncs2)c(OC)c1	6	5	-5	0.2	-24	-6	1	-4	-7
CC1(c2ccc(OC(F)F)cc2)NC(=O)N(CC(=O)Nc2ccc3c(c2)OCO3)C1=O (stereo unspecified)	-16[fluorescence artefact?]	-5	-6	-1.1	2	-23[20 µM]	-4[fluorescence artefact?]	-2	-10
COc1ccc2[nH]c(=O)c(CNc3cc(C)ccc3C)cc2c1	2	-20	3	-0.21	-11	-6	2	-11	4
O=C(c1ccc2ccccc2n1)N1CCN(c2ccccc2)CC1	5	-8	-3	/	-8	-21[20 µM]	2	4	-7
C=CCOc1ccc(/C=N/n2cncn2)cc1OC	-9	8	3	-1.2	-5	-1[20 µM]	7	-1	-4
O=C(O)C1Cc2[nH]cnc2C(c2ccccc2O)N1 (stereo unspecified)	-11	-14	-5	0.65	-21	-27	3	2	-26
CN(C)c1ccc(P(=O)(OC2CCCCC2)C(O)c2ccccn2)cc1 (stereo unspecified)	-3	9	-5	0.96	1	-13	2	14	-3
S=c1nc2ccccc2c2nc(-c3ccccc3)[nH]n12	-6	-29	5	32*	-13	-19	-19	/	-1
C=C(C)C1CC=C(C)/C(=N/NC(=S)Nc2ccccc2)C1 (stereo unspecified)	-15[fluorescence artefact?]	-11	-3	6.5*	-10	-10	7	-6	-14
Cc1ccc2nc3ccc(N4CCN(C)CC4)nn3c(=O)c2c1	4	-24	-4	/	-13	-20	5	/	15

Quoted from the listing.
14-3-3 Bad PPI result of `Cc1ccc(NC(=O)/C=C\C(=O)NCC(=O)O)cc1` is entered as -11
Thrombin inh result of `Cn1nnnc1SCC(=O)NNC(=O)c1ccc(F)cc1` is entered as 2
Furin inhibitor result of `C=C(C)C1CC=C(C)/C(=N/NC(=S)Nc2ccccc2)C1` (stereo unspecified) is entered as -10
Thrombin inh result of `Cc1ccc(Cl)cc1NC(=O)COC(=O)C12CC3CC(CC(C3)C1)C2` is entered as 3
EBV gp42 inh result of `CCc1ccccc1N(C(=O)Cn1nnc2ccccc21)C(C(=O)NCCOC)c1ccco1` (stereo unspecified) is entered as -18
EBV gp42 inh result of `CN(C)c1ccc(P(=O)(OC2CCCCC2)C(O)c2ccccn2)cc1` (stereo unspecified) is entered as 1

Next section
SMILES	14-3-3 Bad PPI	p47phox inh	Thrombin inh	KCC2 mod	EBV gp42 inh	Furin inhibitor	eIF4E-4G inh	Rad51 HR inh	KLK5 inh
CC(=O)Nc1ccc(S(=O)(=O)NCCc2ccccn2)cc1	-9	-2	1	1.1	-11	-23	-3	-4	-3
O=C1CCCC2=C1C(c1ccc(Br)cc1)c1c([nH]c(=S)[nH]c1=O)N2 (stereo unspecified)	38	10	-5	0.29	-10	-3[20 µM]	59*	-3	-42
O=C(N/N=C/c1ccc(F)cc1)c1ccc(OCc2ccccc2)cc1	2	6	-9	0.85	7	-15	0	/	2
Cc1onc(-c2ccccc2Cl)c1C(=O)Nc1nc2ccc(S(C)(=O)=O)cc2s1	-2[fluorescence artefact?]	3	-4	2	-6	-19	2	5	-11
CCCCC(CC)COC1(c2ccccc2)OC(=O)c2ccccc21 (stereo unspecified)	-1	2	-5	-1.1	-17	-7[20 µM]	7	-1	8
CCCC1C(c2ccco2)NC(c2ccco2)CC1(C)O (stereo unspecified)	61	-13	2	/	-22	-24	3	-18	-5
CSC1=NCCN1C(=O)c1ccc2c(c1)OCO2	8[fluorescence artefact?]	-10	2	/	-14	-14	-2	5	-5
CCn1c(O)c(C=C2N=c3ccccc3=N2)sc1=S	13	-20	-12	-0.31	-7	-26	-3	9	-9
O=C(c1nc2ccccn2c1CN1CCCC(c2nc3ccccc3o2)C1)N1CCCC1 (stereo unspecified)	8	-12	-14	-0.025	-3	-15	4	10	3
Cc1cc(C)cc(Oc2ccccc2CO)c1	-4	33*	-1	-0.63	-15	-11	4	11	-27
CCC(SC1=NCCS1)C(=O)Nc1nnc(-c2ccccc2OC)s1 (stereo unspecified)	5	-29	0	/	-11	-30	-4	-5	-4
CCOC(=O)c1c(N2CCCCC2)c2ccccc2[nH]c1=O	/	-6	-2	-0.31	-1	-18[20 µM]	/	8	0
CCN(CC)c1ccc(C=Nc2cc(C)ccc2C)c(O)c1	-1[fluorescence artefact?]	-11	-6	0.25	-3	-7	17[fluorescence artefact?]	0	-8
CCOc1cccc(=O)c2c(C)n(Cc3ccco3)c(C)c12	2	4	-9	-0.56	-4	-19	-5	6	-14
Cc1ccc(NC(=O)CCC(=O)N/N=C/c2ccc([N+](=O)[O-])o2)cc1C	-5	-11	3	0.25	-8	13	-1	22	5
CCC(CC)NC(=O)c1cccc(Br)c1	-8	7	-5	-0.28	-3	-19	3	9	-2
C#CCSc1nnc(-c2sc(-c3ccccc3)nc2C)n1C	11	-4	-3	0.049	-11	-31[20 µM]	-1	-8	1
COCCNc1ccc([N+](=O)[O-])cc1C(=O)Nc1cccc(C)n1	-3	-2	4	-2.7	1	-15	0	-2	-23
CC(C)OC(=O)Cn1nnc2c(cnn2-c2ccccc2)c1=O	2	-18	2	0.35	-20	-2[20 µM]	-1	-3	-9
O=C(C1=C[C@@H](c2ccc(Br)cc2)C[C@@H](OCc2ccc(CO)cc2)O1)N1CCOCC1	3	-1	0	-0.49	-8	-23	-1	-12	0
CN(C)S(=O)(=O)c1cccc(C(=O)NC2CCCc3ccccc32)c1 (stereo unspecified)	9	3	-4	/	13	-6[20 µM]	2	/	-1
CN(NS(=O)(=O)c1ccc(Br)cc1)c1nc(C(F)(F)F)nc2ccccc12	16	4	-5	-3.8*	0	-18	0	-9	1
CCOC(=O)CC(=O)Nc1ccc(Br)cc1C(=O)O	50	-2	4	0.74	-13	-33	0	8	4
CSCCC(Nc1ccc(S(=O)(=O)N2CCOCC2)cc1[N+](=O)[O-])C(=O)OCC(=O)NCC(C)C (stereo unspecified)	3[fluorescence artefact?]	-15	-15	-0.31	-11	-6	12[fluorescence artefact?]	7	-15
CCOc1ccc(C2OC(=O)Cc3cc(OC)c(OC)cc32)cc1 (stereo unspecified)	10[fluorescence artefact?]	1	-2	-1.3	-8	-15[20 µM]	-4	0	4

Reformatted bar-delimited: 2 of the compounds above.
Molecule | 14-3-3 Bad PPI | p47phox inh | Thrombin inh | KCC2 mod | EBV gp42 inh | Furin inhibitor | eIF4E-4G inh | Rad51 HR inh | KLK5 inh
CCC(CC)NC(=O)c1cccc(Br)c1 | -8 | 7 | -5 | -0.28 | -3 | -19 | 3 | 9 | -2
C#CCSc1nnc(-c2sc(-c3ccccc3)nc2C)n1C | 11 | -4 | -3 | 0.049 | -11 | -31[20 µM] | -1 | -8 | 1

(next part)
SMILES	14-3-3 Bad PPI	p47phox inh	Thrombin inh	KCC2 mod	EBV gp42 inh	Furin inhibitor	eIF4E-4G inh	Rad51 HR inh	KLK5 inh
COc1ccc(CCN2C(=O)C(O)=C(C(C)=O)C2c2ccccc2OC)cc1OC (stereo unspecified)	67[fluorescence artefact?]	-11	4	/	26	-24[20 µM]	2[fluorescence artefact?]	8	-9
Cc1cc(N2C(=O)C(=O)/C(=C(/O)c3ccc(F)cc3)C2c2ccc(F)cc2)no1 (stereo unspecified)	8[fluorescence artefact?]	-10	7	-1.9	-19	-9[20 µM]	-2	5	-2
Cc1ccc2c(c1)C(C)CC(C)(C)N2C(=O)NC1CCCCC1 (stereo unspecified)	5	-5	1	-0.076	-9	-14[20 µM]	0	1	-31
Cc1ccc(S(=O)(=O)NC2=NCN(C3CCCCC3)CN2)cc1	11	-9	-4	-0.28	-9	-16	-6	/	2
Cc1ccc(NC(=O)CN(C)C(=O)CSc2nc3ccccc3c(=O)n2Cc2ccco2)cc1	-5	-18	6	2.5	-22	-16[20 µM]	-3	12	-5
C/C(=N\NC(=O)C(N)=O)c1ccc(OC(F)F)cc1	2	-11	-4	0.94	-10	-25	0	0	2
COc1ccccc1Cc1noc(-c2cc(Cl)ccc2OC)n1	-8	-7	0	-1.4	-9	-28[20 µM]	-20	10	-32
COc1cc(SC)ccc1C(=O)OC(C)C(=O)NC1CCCC1 (stereo unspecified)	-12	-2	-7	-0.62	-19	-27	2	-6	12
CCOC(=O)c1cccc(NC(=O)CN2CCN(c3ccc(OC)cc3)CC2)c1	-8[fluorescence artefact?]	-15	-4	-0.78	-6	-22	6	-8	-13
O=c1n(S(=O)(=O)c2cccc3cccnc23)c2ccccc2n1S(=O)(=O)c1cccc2cccnc12	8	-3	-4	0.64	-11	-18[20 µM]	1	-7	-15
COc1ccc(C2NCCc3cc(OC)c(OC)cc32)cc1OC (stereo unspecified)	-10	-3	-3	0.96	-6	-18	3	-4	-12
Cc1cccn2cc(CCNC(=O)c3cccs3)nc12	-3	-10	-1	-1.1	-19	-4	-4	-36	-1
O=C(NC(=S)N1CCN(C/C=C/c2ccccc2)CC1)c1cccnc1	-3	-8	-5	3.3	-19	-25	0	/	3
COc1cc2nc(N3CCNCC3)nc(N)c2cc1OC	6[fluorescence artefact?]	-10	-2	/	6	-16[20 µM]	15	-2	-36
CCC(=O)c1cn(CC(=O)O)c2ccccc12	-8	-3	-7	/	-8	-28	3	0	4
Cc1ccc(C(=O)Nc2oc(-c3ccccc3)cc2C#N)cc1	9	-24	1	-0.017	-18	-13[20 µM]	-2	/	4
CCOC(=O)c1c(-c2cccs2)csc1NC(=O)CC(C)C	-10	1	-8	/	13	-21[20 µM]	-9[fluorescence artefact?]	1	-1
